Screening data from PubChem BioAssay.
aDG glyco act: alpha-DG glycosylation activation; Pro5-aDG cells, alpha-DG glycosylation AlphaScreen (IIH6); 0% Pro5, 100% B10-LARGE cell signal; activation, % at 10 µM; 360,000 tested, 0.22% active; AID 624168;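 active means activation of at least 8% versus controls, or a plate z-score of at least 8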;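 further: Pro5 are CHO cells carrying HIG-tagged alpha-DG that lacks glycosylation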
iPSC survival up: increases survival of single human iPS cells | hiPSC single-cell survival, ATPlite luminescence; 100% = ROCK inhibitor wells, 0% = DMSO | survival enhancement, % at 20 µM | 360,000 tested, 0.044% active | AID 602274; in the data active means survival enhancement above about 18%;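 further: cells exposed to compounds for 16 hours before the ATP read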
PDI inh: inhibitors of human protein disulfide isomerase; 350,000 tested, 0.052% active; PDI insulin aggregation turbidity, A650, 90 min; P07237; inhibition, % at 10 µM;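 active means mean inhibition across replicates of 30% or more, whatever share of single replicates reach that level; inconclusive means mean inhibition below 30% while every single replicate reaches 30%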;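 further: absorbance from insulin aggregation driven by PDI reduction with DTT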
Vif imaging: inhibitors of HIV Vif; inhibition, % at 7.49 µM; HEK293T cells, Vif self-association by quenched fluorescence, imaging, 24 h; 340,000 tested, 0.35% active; in the data active means inhibition above about 50%, passing the limit was not always enough; inconclusive means no clear call, values can overlap the other calls; inactive means below about 31%; further: some results filed as inactive read as strong as hits
HTR2A ag: activates the mouse 5-HT2A serotonin receptor | P35363 | CHO-K1 mHTR2A beta-arrestin complementation, luminescence; percent of 30 µM serotonin response | activation, % at 7.6 µM | 360,000 tested, 0.66% active;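 active means activation above a run cutoff, the mean activation of all tested compounds plus 3 SD, cut at about 14% in these data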;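 further: 0% = plate median of compound wells and 100% = 30 µM serotonin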
ABCB6 inh MLPCN: blocks the human ABCB6 transporter | fluorescence ratio to DMSO, % at 10 µM | K562-ABCB6 porphyrin accumulation, flow cytometry, 1 h; stronger effect = lower value | AID 602162 | 360,000 tested, 0.19% active | Q9NP58;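 active means fluorescence ratio to DMSO below 75%, the collection mean minus 3 SD; inconclusive means too few cells collected in the well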;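 further: signal is porphyrin accumulated inside mitochondria; 100% equals median channel fluorescence of DMSO control wells; lower ratio means ABCB6 inhibition with less porphyrin fluorescence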
Target sequence (Q9NP58 whole entry, looked up): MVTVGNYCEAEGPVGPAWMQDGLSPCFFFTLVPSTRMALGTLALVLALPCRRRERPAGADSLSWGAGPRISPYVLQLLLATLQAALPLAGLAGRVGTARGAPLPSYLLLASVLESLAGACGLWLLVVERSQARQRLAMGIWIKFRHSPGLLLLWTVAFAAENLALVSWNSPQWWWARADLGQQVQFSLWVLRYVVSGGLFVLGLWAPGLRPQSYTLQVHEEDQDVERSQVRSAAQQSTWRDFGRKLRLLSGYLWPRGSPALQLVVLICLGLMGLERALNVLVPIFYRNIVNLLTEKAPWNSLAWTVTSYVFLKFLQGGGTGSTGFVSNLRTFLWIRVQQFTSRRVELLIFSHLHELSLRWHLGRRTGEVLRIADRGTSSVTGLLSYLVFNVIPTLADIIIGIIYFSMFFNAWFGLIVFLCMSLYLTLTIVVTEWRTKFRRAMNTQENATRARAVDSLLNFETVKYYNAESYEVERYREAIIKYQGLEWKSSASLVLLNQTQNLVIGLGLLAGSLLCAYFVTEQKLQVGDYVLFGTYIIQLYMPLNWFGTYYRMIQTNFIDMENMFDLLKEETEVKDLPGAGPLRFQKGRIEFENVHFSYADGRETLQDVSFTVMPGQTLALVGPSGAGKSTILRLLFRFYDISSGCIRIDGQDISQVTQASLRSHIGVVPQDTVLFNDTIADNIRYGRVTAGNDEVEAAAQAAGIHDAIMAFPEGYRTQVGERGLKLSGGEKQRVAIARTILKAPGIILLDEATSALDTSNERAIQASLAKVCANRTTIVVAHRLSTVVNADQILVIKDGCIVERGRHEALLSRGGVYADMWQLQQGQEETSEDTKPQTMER
H9c2 protect: protects H9c2 cardiomyocytes from peroxide injury | AID 588492 | H2O2 injury protection, ATPLite, 2 h | protection from H2O2 cell death, % at 20 µM | 360,000 tested, 0.63% active;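 active means compounds giving at least 50% protection of heart cells from peroxide-induced death in the single-dose screen, raw or plate-pattern-corrected value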;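 further: 0% = DMSO wells with peroxide and 100% = DMSO wells without peroxide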
N-glyco inh: blocks N-linked glycosylation in D54 reporter cells | D54 ERlucT glycosylation luciferase reporter, 24 h; percent of 100 nM tunicamycin response | reporter increase, % at 12.5 µM | 360,000 tested, 0.23% active | AID 588692;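 active means mean luciferase reporter signal, scaled so untreated is 0 and the glycosylation-blocking control 100, at or above a set limit in every replicate; inconclusive means mean reaches the limit but not every replicate does; inactive means mean below the limit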;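 further: luciferase carries N-glycosylation sites so blocking glycosylation raises the light; 0% = median of neutral control wells and 100% = median of 100 nM tunicamycin wells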
Granule exo inh: lytic granule exocytosis inhibition. TALL-104 LAMP-1 surface exposure, flow cytometry; cells stimulated with thapsigargin and PMA. inhibition, % at 10 µM. 360,000 tested, 0.66% active. AID 651702;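 active means inhibition above about 55%, limit read from the data; inconclusive means no clear call, values can overlap the other calls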
CaV13 ICDI inh: Disruptors of the CACNA1D IQ motif to Ca2+-dependent inactivation inhibitor domain association, primary screening, Förster resonance energy transfer in intact living …; inhibition, % at 12.3 µM; HEK cells, CFP/YFP FRET ICDI-IQ, plate reader, 10 min; percent FRET-ratio fall versus neutral wells; AID 743397; 340,000 tested, 0.098% active;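 active means mean replicate inhibition of at least 30% and at least 1% of replicates passing that level; inconclusive means only one of the two criteria is met; inactive means neither criterion is met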;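 further: 0% = median of the neutral control wells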
Active calls of the source: *; ? = inconclusive; . = not tested or not shown.

SMILES,aDG glyco act,iPSC survival up,PDI inh,Vif imaging,HTR2A ag,ABCB6 inh MLPCN,H9c2 protect,N-glyco inh,Granule exo inh,CaV13 ICDI inh
Cc1ccc(O)c(N/C=C/C(=O)c2ccc(F)cc2)c1,0.2,-0.8,10,1,-4,97,-17,22,-2,-4
O=C(O)c1cccc2c1C(=O)N(Cc1ccccc1)C2,0.3,-0.7,-2,0,8,94,1,2,-5,-5
O=C(O)c1cccc(S(=O)(=O)N2CCN(C(c3ccccc3)c3ccccc3)CC2)c1,-0.4,1.6,-8,-2,2,101,2,-2,1,14
CCN(CC)C(=S)Nc1c(C)n(C)n(-c2ccccc2)c1=O,-0.2,1.1,5,-4,2,104,-3,1,-6,2
CC1=C/C(=N\NC(=S)NCc2ccccc2)CC1,-0.2,-0.9,-4,-2,-1,99,-14,0,-2,-6
CCc1nnc(NC(=O)CCC(=O)NCc2ccc(C)cc2)s1,0.1,-0.1,-8,3,13,98,19,1,-2,-4
CN(Cc1ccccc1)C(=O)c1csc([C@@H]2O[C@H](CO)[C@H](O)[C@H](O)[C@H]2O)n1,-0.3,0.1,-3,-7,1,99,8,0,-17,-6
Cc1ccc(S(=O)(=O)NCC(=O)N2CCN(c3ccccn3)CC2)cc1,-0.1,1.0,3,-1,2,102,1,-1,5,-5
CCOc1ccc(C(C(=O)NCC2CCCO2)N(C(=O)c2snc(C(N)=O)c2N)c2ccc3c(c2)OCCO3)cc1 (stereo not given),0.0,-0.3,-11,0,1,94,30,-5,-2,-3
O=c1c(Cc2c(F)cccc2Cl)c(O)ccn1C1CCCCCC1,1.6,-1.2,-3,5,-1,93,-4,-1,-2,-5
Cn1c(NC(=O)c2ccc(S(=O)(=O)N3CCCCC3)cc2)cc(=O)n(C)c1=O,0.5,6.1,5,-3,1,103,-1,0,-9,-4
O=C(Cc1ccc(Cl)cc1)Nc1ccc(Br)cc1,0.5,-0.1,3,-6,6,95,-12,-1,-2,-7
COC(=O)c1ccc(C(=O)OC)c(NC2=NS(=O)(=O)c3ccccc32)c1,0.0,-1.4,-3,-2,0,94,13,1,1,-7
N#CCN=C(c1ccccc1)c1ccccc1,-0.2,1.6,1,3,-4,98,3,3,-4,-4
O=C(O)COCCN1CCN(C(c2ccccc2)c2ccc(Cl)cc2)CC1 (stereo not given),0.2,-1.1,13,-5,-9,89,6,2,1,.
O=C(O)c1cccnc1C(=O)N1CCc2c([nH]c3ccccc23)C1C(F)(F)F (stereo not given),-0.2,1.3,-2,-2,5,103,3,3,6,-4
O=C(NCc1cccnc1)c1ccc(Br)o1,-0.2,-0.5,3,-4,-3,99,4,1,6,-6
CC1(C)CC(=O)c2ccc(OCc3ccc([N+](=O)[O-])cc3)cc2O1,-0.2,0.8,-5,-6,-2,94,1,-6,-9,-3
O=C(CCN1C(=O)c2ccccc2C1=O)NCc1ccc(F)cc1,-0.2,-0.7,5,-1,0,87,7,0,3,-5
O=C(COC(=O)/C=C/c1ccccc1Cl)Nc1cccnc1Cl,0.2,0.9,-7,14,13,99,1,0,-6,-6
Cc1cc(NC(=O)CSCC(=O)OCC(=O)c2cccc(Br)c2)no1,-0.5,0.1,-5,2,-3,95,6,1,-1,-3
CCOC(=O)NC(=O)c1cn(CCN(C)C)c(=O)[nH]c1=O,0.1,-0.8,8,3,3,105,0,3,1,-2
CSCC[C@H](N)C(=O)N1CCC(C(=O)N[C@@H](Cc2c[nH]c3ccccc23)C(=O)O)CC1,0.0,-0.1,16,2,-1,101,9,1,1,-3
CC1=C(C)CC2(SC1)C(=O)N(c1ccccc1)N=C2N (stereo not given),-0.2,-0.2,8,4,7,97,-2,-1,4,-6
COc1ccc(CSC2=C(C#N)C(=O)NC3(CCCCC3)S2)cc1,-0.1,-1.2,-11,-5,0,97,-6,3,5,-5
O=C(c1ccc(NS(=O)(=O)c2ccc3[nH]c(=O)[nH]c3c2)cc1)N1CCN(c2ccccc2)CC1,-0.1,-0.5,14,-5,1,103,0,0,-2,-1
O=C(COC(=O)C1CCN(S(=O)(=O)c2cccs2)CC1)Nc1ccccc1,-0.3,0.1,-4,.,-2,101,-1,2,4,-3
COc1ccc(CNC(=O)C(=O)NC2CCC(C)CC2)cc1 (stereo not given),0.1,0.9,8,-1,-2,86,-5,-1,0,2
Cc1ccsc1C(=O)N1CCN(c2ccccn2)CC1,0.0,-0.4,3,4,2,97,4,2,0,-4
CC1(C)CC(NC(=O)C23CCC(C)(C2Br)C3(C)C)CC(C)(C)N1 (stereo not given),0.2,0.1,2,-3,3,101,0,0,0,-5
O=C(Nc1c(F)cc(F)cc1Br)c1cc(-c2ccc(O)cc2)on1,-0.2,1.1,2,.,7,101,-18,2,-6,-5
Cc1ccc(S(=O)(=O)Nc2nc(CN3CCOCC3)nc3sc(C(=O)O)c(C)c23)cc1,-0.1,-1.3,-4,2,2,99,-2,3,6,-6
Cc1cccnc1NC(=O)CSc1nnc(CNC(=O)c2cccc([N+](=O)[O-])c2)n1C,-0.4,-0.3,-4,2,1,98,0,2,-7,-7
CCCc1cc(Nc2ccccc2)n2ncnc2n1,-0.2,-0.6,-8,1,-4,97,-3,3,-1,-6
CC1(c2ccccc2)CC(c2ccccc2)=Nc2nonc2N1 (stereo not given),-0.1,0.4,-11,-3,1,95,-10,1,1,-5
CC1CN(C(=O)c2cc(S(=O)(=O)N3CCN(c4ccccc4)CC3)ccc2Cl)CC(C)O1 (stereo not given),-0.2,0.1,-8,-21,1,96,2,-1,-6,-3
Cc1ccccc1Sc1ncnc2onc(C)c12,-0.1,5.3,19,-1,0,93,8,2,0,.
CCOc1ccc(NC(=O)COC(=O)C23CC4CC(CC(C4)C2)C3)c([N+](=O)[O-])c1,-0.4,-1.4,-12,0,3,99,-8,0,-3,-5
FC(F)Sc1ccc(NC(=S)NC2CCC(NC(=S)Nc3ccc(SC(F)F)cc3)CC2)cc1 (stereo not given),0.4,4.4,6,15,-5,93,-3,0,-1,-6
CCc1cccc(C)c1NC(=O)C(c1ccc(O)cc1)N1CCC1=O (stereo not given),0.0,1.9,-5,2,2,97,7,1,-3,-6
Cc1nc(-c2ccc(O)c(O)c2)cs1,1.6,-3.6,0,67*,-3,106,61*,-1,0,-7
CC(C)NCC(O)COCc1ccc(Cl)cc1 (stereo not given),-0.1,0.0,5,-4,-1,98,7,1,-3,-6
COC(=O)[C@@H]1ON2OCC(C)=C3CCCC[C@@]32[C@H]1C(=O)OC,-0.2,.,.,.,6,.,.,.,2,-11
COC(=O)c1ccc(/C=C2\SC(=S)N(CCCC(=O)NCCCN3CCOCC3)C2=O)cc1,0.3,0.0,-5,-8,5,98,9,3,78*,-2
COc1cccc(NC(=O)C(=O)c2cn(CC(=O)N3CCOCC3)c3ccccc23)c1,1.1,-0.2,-4,-2,-4,96,-7,0,0,-2
CCc1cccc(C)c1NC(=O)c1cc(=O)[nH]c2ccc(S(=O)(=O)N3CCOCC3)cc12,-0.3,1.1,-15,-11,0,89,-7,-1,0,-6
COCCN(C(=O)COC(=O)c1ccc(Cl)nc1)c1c(N)n(Cc2ccccc2)c(=O)[nH]c1=O,0.1,-0.4,0,.,6,99,-4,1,8,-5
O=C(NCc1ccccn1)c1ccccc1OCc1ccc(Cl)cc1Cl,0.8,-2.4,-5,-12,-10,95,21,-2,3,-5
O=C(N/N=C/c1ccc(-c2cccc(C(F)(F)F)c2)o1)c1ccccc1O,0.7,-3.1,-13,2,-2,97,14,6,-2,-5
COc1cccc(C(=O)OC2CCN(C)CC2)c1,-0.1,3.3,-6,4,-2,100,5,-1,-4,-4
O=C(/C(=C(\[O-])c1ccccc1)[n+]1ccc2ccccc2c1)c1ccc(Cl)cc1,-0.2,-1.5,4,-1,-1,124,18,1,-1,-9
CC1=C/C(=N\NC(=S)Nc2cccnc2)CC(C)(C)C1,-1.1,2.7,-2,0,-17,98,6,-2,2,4
COc1cc(OC)cc(C(=O)OCC(=O)NCc2ccc3c(c2)OCO3)c1,0.6,1.6,3,2,4,107,1,2,-2,0
COc1cccc(C(NC(C)=O)c2nc(-c3cccc(C(F)(F)F)c3)cs2)c1 (stereo not given),-0.1,0.2,7,2,-6,92,2,1,2,-6
CCOC(=O)c1c(C)[nH]c(C)c1C(=O)CN1C(=O)NC2(CCCCCC2)C1=O,-0.1,-0.2,-4,-4,8,98,0,6,0,-7
O=S(=O)(c1ccc(Cl)cc1)n1c(Cc2ccccc2)nc2ccccc21,0.0,0.7,1,-8,2,97,-1,2,?,-3
Cc1csc(N(C(=O)c2cccc(S(=O)(=O)N(C)C)c2)c2ccccc2)n1,0.2,8.1,-5,2,7,97,0,-1,-3,-7
COc1cccc(NC(=O)CN(C)C(=O)c2cc(-c3ccc(F)cc3)nc3ccccc23)c1,-0.3,-0.1,5,-11,2,96,21,0,6,-7
